High-throughput results as filed in PubChem BioAssay.
ATXN viability: viability counter-screen for ATXN expression inhibitors. S2 cells (HEK-293 line with an ATXN2-luciferase reporter) viability, CellTiter-Fluor protease fluorescence, 24 h. Potency, µM (titrated, usually from 56.7 µM), hits mostly cytotoxic. 0.49% of 400,000 active; note: potency is the fitted concentration of half-maximal effect; nearly all actives have a fitted effect of over 40% in size
ATXN2 expr inh: inhibitors of ATXN2 expression; 0.72% of 360,000 active; Potency, µM (titrated, usually from 57 µM), for the others: at the highest dose activity change, negative = inhibition, usual class: inhibitors; HEK-293 ATXN2-luciferase reporter, luminescence, 24 h; note: potency is the fitted concentration of half-maximal effect; % is set by controls: 0 for no effect and ±100 for the full control effect; nearly all actives have a fitted effect of over 55% in size
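ATXN2-luciferase reporter cells (luciferase flanked by upstream and downstream ATXN2 gene portions) were treated 24 h at 37 °C with compounds at up to 57 uM. SteadyGlo luminescence gave expression; GF-AFC fluorescence gave viability.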
HT1080 IDH1KD tx: kills HT-1080 cells with IDH1 knockdown. HT-1080 IDH1 knockdown viability, ATP luminescence, 48 h. Potency, µM (highest dose often 46.1 µM), inactives show top-dose activity, negative = toxicity, most hits filed as cytotoxic. 2% of 360,000 active. AID 686971;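 note: potency is the fitted concentration of half-maximal effect; 0% = DMSO wells and -100% = cell-free medium wells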
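Assay cells: HT-1080 with IDH1 knockdown, 750 per well, RPMI/5% FBS. Exposure: 48 h at 37 °C following 2 h pre-incubation. Read: CellTiter-Glo luminescence; fitted concentration-response, curve class assigned.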
SW480 rerep: DNA re-replication induction in SW480 cells; Potency, µM (highest dose often 46.1 µM), for the others: top-dose re-replication activation, actives largely listed as activators; 1.8% of 340,000 active; SW480 DNA re-replication, Hoechst DNA content imaging, 48 h; note: potency is the fitted concentration of half-maximal effect; % of control where 0% means no effect; nearly all actives have a fitted effect of over 55% in size
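DNA re-replication was detected as more nuclei of elevated Hoechst intensity after 48 hr exposure to compound (23 nL pinned per well of 250 cells).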
MCF10A rerep: DNA re-replication induction in MCF 10a cells. MCF 10A DNA re-replication, Hoechst nuclear intensity, 48 h. Potency, µM (doses to about 46.1 µM), for the others: at the top dose activity, positive = re-replication, usual class: activators. 2.9% of 350,000 active. AID 624296; note: potency is the fitted concentration of half-maximal effect; % of control where 0% means no effect; nearly all actives have a fitted effect of over 50% in size
HT1080NT lethal: kills 2HG-producing HT-1080-NT fibrosarcoma cells; HT-1080-NT fibrosarcoma viability, CellTiter-Glo ATP luminescence, 48 h; Potency, µM (top dose mostly 46.1 µM), for the others: at the top dose activity, negative = less viability, actives largely listed as cytotoxic; 1.6% of 360,000 active; AID 686970;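 note: NT is the 2HG producing partner of a matched IDH1 knockdown line; potency is the fitted concentration of half-maximal effect; 0% = DMSO-treated cells and -100% = media-only wells without cells; nearly all actives have a fitted effect of over 55% in size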
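Read-out is CellTiter-Glo luminescence after 10 minutes at room temperature, following 48 hours' compound treatment of HT-1080-NT cells (750 cells/well, RPMI, 5% FBS, 37 degrees C).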
HepG2 tox: kills HepG2 cells in TGF-b inhibitor counter-screen. HepG2 CAGA-GFP viability, ATP luminescence, 18 h. Potency, µM (highest dose often 46.1 µM), for inactives: at the top dose activity change, negative = cytotoxicity, hits mostly cytotoxic. 0.76% of 410,000 active; note: potency is the fitted concentration of half-maximal effect; some results filed as inactive show a strong effect at the top dose
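HepG2 CAGA-GFP cells (1000/well, DMEM with 1% FBS) received compound, then TGF-beta at 500 pg/mL final, and were incubated 18 hours at 37 degrees C. Viability was read by CellTiter-Glo luminescence. Media-only wells were set as complete cell-killing and DMSO as no toxicity.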
KB-3-1 tox: KB-3-1 parental cell cytotoxicity; KB-3-1 viability, CellTiter-Glo ATP luminescence, 72 h; Potency, µM (highest dose often 46.1 µM), inactives show at the highest dose activity change, negative = cytotoxic, hits mostly cytotoxic; 1.4% of 400,000 active; note: potency is the fitted concentration of half-maximal effect; % is set by controls: 0 for no effect and ±100 for the full control effect; nearly all actives have a fitted effect of over 60% in size
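Multi-concentration cytotoxicity screen in KB-3-1 cells grown in DMEM lacking phenol red with 10% FBS. After 72 h at 37 °C with compound, ATP-dependent luminescence was recorded.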
IL-1B inflam inh: inflammasome signaling inhibition, IL-1 beta readout; THP-1 LPS/ATP IL-1B secretion, AlphaLISA, 16 h; hits give low values; activity change, % at 57.5 µM; 4.7% of 360,000 active; AID 743279; in the data active = activity change below about -50%; inconclusive = mostly about -30% to -49%; note: % is set by controls: 0 for no effect and ±100 for the full control effect
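THP-1 cells pretreated 1 hr with compounds (up to 57.5 uM final), then stimulated with LPS (250 ng/mL final) plus ATP (1.25 mM final); secreted IL-1B measured by AlphaLISA after 16 hr, decreased signal indicating inhibition.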
Active calls of the source: *; i = inactive; ? = inconclusive; / = not tested or not shown; [ ] = dose if it differs, or a comment. Unless noted, calls come from the whole dose curve; as a rule, active = well fitted curve in the direction sought with a large enough effect; inconclusive = small, poorly fitted or top-dose-only effect, or another doubt; inactive = no such curve, though single readings can be large; an effect the other way counts as inactive or inconclusive.

Sequence of screens: ATXN2 expr inh	HepG2 tox	KB-3-1 tox	IL-1B inflam inh	HT1080NT lethal	MCF10A rerep	ATXN viability	HT1080 IDH1KD tx	SW480 rerep
COc1ccccc1CNC(=O)C(=O)c1cn(CC(=O)N2CCOCC2)c2ccccc12
→ 9%	3%	1%	0	-8%	-4%	i	0%	?
CN1CCC[C@@H]1Cc1c[nH]c2ccc(CCS(=O)(=O)c3ccccc3)cc12
→ 15%	/	/	/	/	2%	i	/	3%
CCC(C)NCCCOc1cc(Cl)ccc1Cl (stereo unspecified)
→ -29%	-9%	-7%	0	-19%	1%	i	-28%	-3%
Cn1c(NCc2c(O)ccc3ccccc23)nc2ccccc21
→ -10%	-46%	0%	-9	-13%	11%	i	?	0%
COc1ccc(C)cc1S(=O)(=O)n1ccnc1C
→ -5%	-12%	-14%	-14	1%	-19%	i	-1%	7%
COc1ccc(C)cc1NC(=O)C1CCN(C(=O)Cc2ccccc2)CC1
→ -8%	-1%	1%	-1	4%	-1%	i	11%	4%
COc1cc(N2CCCC2)c(OC)cc1/C=C1/NC(=S)NC1=O
→ -7%	6%	-16%	-27	15%	?	i	-1%	6%
Cc1ccc(C(=O)OCC(=O)Nc2ccc(N3CCOCC3)cc2)cc1
→ 0%	-17%	-11%	6	1%	2%	i	2%	-8%
COc1ccccc1-n1c(CNC(=O)c2cccc([N+](=O)[O-])c2C)n[nH]c1=S
→ 5%	-2%	-1%	-3	0%	-4%	i	-7%	2%
O=C(Cc1c(F)cccc1Cl)c1ccc(O)cc1O
→ 0%	-37%	12%	28	-4%	?	i	-3%	-3%
CC(=O)c1cccc(NC(=O)c2c(-c3c(F)cccc3Cl)noc2C)c1
→ -13%	1%	/	22	0%	?	i	2%	-6%
CCN(C(=O)/C=C/c1ccccc1)C1CCCCC1
→ 16%	6%	-2%	?	2%	?	i	-5%	-1%
CCN1C(=O)[C@H]2[C@@H](c3ccc(-c4ccc(Cl)c(Cl)c4)c(OC)c3)N3CCCC[C@@]3(C(=O)OC)[C@H]2C1=O
→ -24%	-23%	21µM*	-30	-2%	26%	i	-20%	29%
COc1cccc(CNc2cccc3cccnc23)c1O
→ 25%	-4%	3%	4	-19%	30%	i	?	17%
Cc1ccc2nsnc2c1S(=O)(=O)N1CCOCC1
→ 4%	-4%	-6%	44	0%[9.24 µM]	0%	i	-13%	-5%
N/C(=N\OC(=O)Cc1ccc(Cl)cc1)c1ccncc1
→ -22%	-2%	-7%	6	0%	-2%	i	-1%	8%
CCCn1c(C(O)c2ccc(OC)c(OC)c2)nc2ccccc21 (stereo unspecified)
→ -18%	-40%	0%	82	-11%	?	i	-8%	-59%[inhibitor]
Cc1cc(NS(=O)(=O)c2ccc(NC(=O)/C=C/c3ccc(Br)cc3)cc2)no1
→ 3%	9%	-7%	0	-18%	9%	i	-21%	1%
CN1c2ccccc2C(=O)NC1c1ccc([N+](=O)[O-])s1 (stereo unspecified)
→ -19%	-42%	-1%	/	-1%	?	i	-16%	?
O=C1CCCN1c1ccc(CNS(=O)(=O)c2ccc(F)cc2)cc1
→ -20%	-6%	5%	-1	21%	15%	i	21%	-1%
COc1ccc2cc(C(=O)C3CCCN(Cc4ccccn4)C3)ccc2c1 (stereo unspecified)
→ 0%	-44%	4%	-27	-20%	?	?	-20%	1%[1.84 µM]
CCOc1cccc(/C=N/N2CCN(c3ccc(Cl)cc3)CC2)c1O
→ -25%	-11%	-17%	0	1%	17%	i	2%	-5%
O=C(COc1ccc(C(=S)N2CCC(Cc3ccccc3)CC2)cc1)N1CCOCC1
→ -4%	0%	3%	-8	1%	-11%	i	0%	-21%
CCCOc1ccccc1C1NC(=O)NC(C)=C1C(=O)OCCOCC (stereo unspecified)
→ -3%	5%	0%	-12	0%	?	i	-2%	-5%
COc1cc([N+](=O)[O-])cc2cc(C(=O)N3CCCC3)c(=O)oc12
→ -21%[11.3 µM]	-43%	?	3	15%	1%	i	10%	1%
COc1cc(CNc2nnnn2C)ccc1OCc1ccc(F)cc1Cl
→ /	1%	-11%	14	-12%	9%	?	4%	-1%
Cc1cc(C(=S)N2CCOCC2)c(C)n1-c1ccc(Cl)cc1
→ -17%	0%	-6%	-18	4%	?	?	-1%	16%
CCOC(=O)c1c(N)sc2c(OCC)c(Br)ccc12
→ -16%	-26%	11%	-24	?	?	?	?	21µM*
O=C(O)CC(NC(=O)C(c1ccccc1)c1ccccc1)c1ccco1 (stereo unspecified)
→ -38%	10%	2%	28	7%	0%	i	4%	-5%
CC(=O)N1CCN(C(=O)c2ccc(-n3c(C)ccc3C)cc2)CC1
→ -1%	-3%	12%	-66*	-4%	1%	i	-6%	?
NC(=O)CN1C(=O)NC2(CCCc3sccc32)C1=O (stereo unspecified)
→ 1%	10%	2%	9	21%	1%	i	16%	-12%
COc1cc(NC(=O)CN(C)S(=O)(=O)c2ccc3c(c2)CCCC(=O)N3)cc(OC)c1OC
→ 0%	-19%	1%	/	/	/	i	/	/
CC(=O)N/C(=N/c1nc(C)cc(C)n1)Nc1ccc(C)cc1C
→ 8%	-2%	-3%	11	9%	-9%	i	20%	-4%
CSc1nsc(SCC(=O)N2CCCCC2)n1
→ 27%	4%	2%	?	29%	0%	i	?	-4%
Cc1nc(-c2ccc(C)c(N3CCN(C(=O)Nc4ccc(Br)cc4)CC3)c2)no1
→ -13%	-13%	-6%	/	/	/	i	/	/
Cc1ccc(-c2cn(CCN)c(-c3ccc(Cl)nc3)n2)cc1
→ 6%	6%	-3%	12	-3%	?	i	0%	-2%
CCOC(=O)/C(C#N)=N/Nc1c(S(=O)(=O)Cc2ccco2)csc1C(=O)OC
→ /	142%	4%	35	0%	8%	i	1%	-14%
CCN(CC)S(=O)(=O)c1ccc(-c2cc(C(=O)OC)sc2C(F)(F)F)cc1
→ -20%	8%	0%	-21	-5%	5%	i	-2%	-5%
COC(=O)C1(C(=O)OC)NOC2C(=O)N(c3ccc(Cl)cc3Cl)C(=O)C21 (stereo unspecified)
→ 11%	-10%	-4%	-10	10%	0%	i	-5%	-7%
O=C(NCC1CCCO1)C(c1ccccn1)N(Cc1ccccc1Cl)C(=O)CN1C(=O)c2ccccc2S1(=O)=O (stereo unspecified)
→ 6%	6%	14%	-1	5%	0%	?	7%	1%
COc1ccc(/C=C(\NC(=O)c2ccccc2)C(=O)NC2CCS(=O)(=O)C2)cc1 (stereo unspecified)
→ 21%	3%	11%	0	1%	0%	i	-1%	2%
COc1ccc(NC(=O)Cc2c(O)c3ccccc3[nH]c2=O)cc1
→ 1%	-7%	3%	2	11%	-6%	?	5%	-9%
COc1ccc(Cn2nnnc2C(c2cc3cc(C)cc(C)c3[nH]c2=O)N2CCOCC2)cc1 (stereo unspecified)
→ 5%	-1%	8%	-17	22%	-1%	i	1%	15%
Cc1cccnc1NC(=O)c1ccc([N+](=O)[O-])o1
→ 6%	-2%	0%	?	-1%	0%	?	16%	?
COc1cc(N=Cc2c(O)c3ccccc3oc2=O)c(OC)cc1Cl
→ -3%	-14%	16%	17	0%	-11%	i	5%	-5%

Compound profiles (already shown):
`COc1ccc(/C=C(\NC(=O)c2ccccc2)C(=O)NC2CCS(=O)(=O)C2)cc1` (stereo unspecified) in the list: ATXN2 expr inh = 21%; HepG2 tox = 3%; KB-3-1 tox = 11%; IL-1B inflam inh = 0; HT1080NT lethal = 1%; MCF10A rerep = 0%; ATXN viability = i; HT1080 IDH1KD tx = -1%; SW480 rerep = 2%
`Cc1cccnc1NC(=O)c1ccc([N+](=O)[O-])o1` in the list: ATXN2 expr inh = 6%; HepG2 tox = -2%; KB-3-1 tox = 0%; IL-1B inflam inh = ?; HT1080NT lethal = -1%; MCF10A rerep = 0%; ATXN viability = ?; HT1080 IDH1KD tx = 16%; SW480 rerep = ?
`Cc1ccc(-c2cn(CCN)c(-c3ccc(Cl)nc3)n2)cc1` in the list: ATXN2 expr inh = 6%; HepG2 tox = 6%; KB-3-1 tox = -3%; IL-1B inflam inh = 12; HT1080NT lethal = -3%; MCF10A rerep = ?; ATXN viability = i; HT1080 IDH1KD tx = 0%; SW480 rerep = -2%

Exported as comma-separated lines: entries from further up.
structure,ATXN2 expr inh,HepG2 tox,KB-3-1 tox,IL-1B inflam inh,HT1080NT lethal,MCF10A rerep,ATXN viability,HT1080 IDH1KD tx,SW480 rerep
NC(=O)CN1C(=O)NC2(CCCc3sccc32)C1=O (stereo unspecified),1%,10%,2%,9,21%,1%,i,16%,-12%
COc1cc(NC(=O)CN(C)S(=O)(=O)c2ccc3c(c2)CCCC(=O)N3)cc(OC)c1OC,0%,-19%,1%,/,/,/,i,/,/
CC(=O)N/C(=N/c1nc(C)cc(C)n1)Nc1ccc(C)cc1C,8%,-2%,-3%,11,9%,-9%,i,20%,-4%

(list continues)
Sequence of screens: ATXN2 expr inh	HepG2 tox	KB-3-1 tox	IL-1B inflam inh	HT1080NT lethal	MCF10A rerep	ATXN viability	HT1080 IDH1KD tx	SW480 rerep
N#CC1(C#N)[C@@H](C(=O)C23CC4CC(CC(C4)C2)C3)C12CCOCC2
→ -2%	11%	6%	-1	16%	8%	i	18%	0%
Cc1cccc(NC(=O)CCN2C(=O)c3ccccc3S2(=O)=O)c1C
→ -6%	-7%	7%	-15	-1%	1%	i	14%	-5%
Cc1ccc(-n2c(=O)c3c4c(sc3n3c(C)nnc23)COC(C(C)C)C4)cc1 (stereo unspecified)
→ 13%	6%	-3%	-1	8%	0%	i	9%	-1%
O=C(Nc1ccc(F)c(Cl)c1)c1ccc2c(=O)n3c(nc2c1)CCCCC3
→ 9%	-13%	?	-10	-4%	257%[0.0737 µM]	i	-25%	2%
O=C(N/N=C/c1cccnc1)/C(=C\c1cccs1)NC(=O)c1ccccc1
→ 3%	-3%	0%	0	6%	-1%	i	-1%	/
COc1ccc(CCNC(=O)CSc2nnnn2-c2cccc(C(C)=O)c2)cc1OC
→ -3%	-9%	?	/	/	/	i	/	/
